# HCV NS3 hel inh: inhibitors of HCV NS3 helicase, primary screen, biochemical, Cy5 molecular beacon fluorescence; AID 1800, 2009; Hepatitis C virus NS3 helicase; NS3 helicase DNA unwinding; 290,000 compounds, 0.56% hits; inhibition, % at 10.9 µM;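 active = inhibition above the mean of all tested compounds plus 3 SD, set per campaign, cut at about 35% in these data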;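 also: 0% = DMSO wells and 100% = thioflavine S control wells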
#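 assay system = NS3 helicase fragment of HCV | buffer or medium = MOPS pH 6.5, MgCl2, DTT, Tween20, BSA | timing = 60 min unwinding reaction at 25 °C after ATP addition | signal = Cy5 beacon fluorescence read at start and 1 h | read-out basis = % inhibition of unwinding | control set = low DMSO, high thioflavine S at 110 µM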
# IMP-1 inh: IMP-1 metallo-beta-lactamase inhibitors, primary screen, biochemical, epi-absorbance readout, Pseudomonas aeruginosa enzyme. metallo-beta-lactamase IMP-1 (Pseudomonas aeruginosa). purified IMP-1, nitrocefin hydrolysis, epi-absorbance fluorescence. inhibition, % at 5.6 µM. 290,000 compounds, 0.45% hits. AID 1556, 2009;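 active = inhibition above the mean plus 3 SD of all compounds in the same screening run, cut at about 4.5% in these data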;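 also: 0% = IMP-1 with DMSO and 100% = DMSO wells lacking enzyme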
#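 System: Purified recombinant IMP-1 metallo-beta-lactamase enzyme | Measured by: Fluorescence quenching readout, ex 480/em 530 nm | Replication: Singlicate | Incubation: 15 min preincubation plus 25 min reaction at 25 °C | Evaluation: Percent inhibition from optical density relative to buffer-blank wells | Benchmarks: DMSO with and without IMP-1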
# DNA FID counter: compounds displacing fluorescent DNA intercalator, primary screen, artefact control for HCV NS3 helicase inhibitor project, biochemical, FID fluorescence. 290,000 compounds, 0.17% hits. inhibition, % at 7.9 µM. AID 1845, 2009. DNA fluorescent intercalator displacement; in the data active = inhibition above about 37%;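 also: 0% = vehicle and 100% = reference compound; higher means more ethidium bromide displaced from hairpin DNA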
# NALP1 inh: NALP1 inflammasome inhibitors in reconstituted yeast, colorimetric, S. cerevisiae, triplicate retest; S. cerevisiae NALP1/ASC/caspase-1 growth, X-gal OD620, 72 h; inhibition, % at 10 µM; 280,000 compounds, 0.61% hits; in the data active = inhibition mostly above about 24%, no sharp cut-off; inactive = mostly below about 32%; also: some compounds called inactive have numbers as strong as hits
# VIM-2 inh: VIM-2 metallo-beta-lactamase inhibitors, primary screen, biochemical, epi-absorbance readout, Pseudomonas aeruginosa enzyme; purified VIM-2, nitrocefin hydrolysis, epi-absorbance fluorescence; inhibition, % at 5.6 µM; 290,000 compounds, 0.89% hits;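 active = inhibition above the mean of all tested compounds plus 3 SD, cutoff set per screening run, cut at about 7.5% in these data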;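 also: red hydrolysis product quenches plate fluorescence so inhibitors raise well fluorescence; 0% = enzyme with DMSO and 100% = DMSO without enzyme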
# SUMO HTRF inh: inhibitors of in vitro SUMOylation cascade, primary screen, biochemical, HTRF, uHTS; 290,000 compounds, 0.36% hits; inhibition, % at 35 µM; HTRF SUMOylation assay, SAE1/SAE2 + UBC9; AID 2006, 2009; in the data active = inhibition above about 50%, passing the limit was not always enough; also: strong numbers were not always called active
# Target sequence (P63279 whole entry, looked up): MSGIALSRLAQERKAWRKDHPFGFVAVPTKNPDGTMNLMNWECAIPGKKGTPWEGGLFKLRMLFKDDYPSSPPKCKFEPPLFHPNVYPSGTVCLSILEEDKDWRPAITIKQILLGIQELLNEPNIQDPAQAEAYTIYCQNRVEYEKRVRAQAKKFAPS
# MEKK2mut PB1 HTS: MEK5 binding signal on mutant MEKK2 PB1, primary screen, biochemical, multiplex bead flow cytometry, Alexa488-MEK5. Alexa488-MEK5 binding to MEKK2 mutant. AID 1530, 2009. 290,000 compounds, 0.35% hits. percent response, % at 10 µM; in the data active = percent response above about 24%, passing the limit was not always enough; also: inactives centre near 1; some results filed as inactive read as strong as hits
# MEKK2wt PB1 HTS: modulators of MEK5 binding to wildtype MEKK2, primary screen, biochemical, multiplex bead flow cytometry, Alexa488-MEK5; Alexa488-MEK5 binding to MEKK2 WT; actives lie on both sides; binding response (% of control), % at 10 µM; 290,000 compounds, 1.1% hits; AID 1531, 2009; in the data active = binding response below about 67% or above about 130%
# PfM18AAP inh: PfM18AAP inhibitors, malaria aminopeptidase, primary screen, biochemical, QFRET, recombinant enzyme. M18 aspartyl aminopeptidase (Plasmodium falciparum 3D7). H-Glu-NHMec fluorogenic cleavage. inhibition, % at 7.35 µM. 290,000 compounds, 1.2% hits. AID 1822, 2009;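 active = inhibition above the campaign mean inhibition over all tested compounds plus 3 SD, cut at about 28% in these data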;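 also: 0% = plate median of test compound wells and 100% = 2 mM ZnCl2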
# The depositor's hits bear a star; nt = no result given. Hits appear at their usual frequency (roughly 4.7% active in at least one column).
SMILES,HCV NS3 hel inh,IMP-1 inh,DNA FID counter,NALP1 inh,VIM-2 inh,SUMO HTRF inh,MEKK2mut PB1 HTS,MEKK2wt PB1 HTS,PfM18AAP inh
C/C(Cl)=C\Cn1c(NCCCn2ccnc2)nc2c1c(=O)n(C)c(=O)n2C,-4,-4.9,4,5,31*,29,5,103,-9
CC(C)CNc1nc2c(c(=O)n(C)c(=O)n2C)n1Cc1cccc(Br)c1,10,-4.5,-1,nt,-5.5,-7,6,105,-5
Cc1c(C(=O)N2CCCCC2)c(S(=O)(=O)Nc2cccc(Br)c2)c(C)n1C,-7,-3.7,-51,2,-0.3,0,5,105,-4
COc1ccc(-c2cc(C(=O)NCc3cccs3)no2)cc1,18,-2.9,-1,nt,-1.9,9,-2,110,-2
O=c1c(Br)c(N2CCOCC2)cnn1-c1ccccc1,4,-1.8,-2,-7,-0.4,-5,5,102,1
CCOc1ccc(C=O)cc1CN1CCCCC1,-1,-3.8,2,-8,-1.8,17,6,113,4
CN(CC(=O)NCCc1ccccc1)S(=O)(=O)c1cccs1,-5,-3.9,-7,-6,-3.0,23,-6,109,4
CCOC(=S)SCC(=O)N1CCc2cc(OC)c(OC)cc2C1C1C(=O)CC(C)(C)CC1=O (stereo not drawn),5,-1.5,-19,30,-3.8,15,-2,99,-7
CCC(CC)NC(=O)Nc1ccccc1C(F)(F)F,-3,-2.4,-12,nt,-3.0,2,1,96,1
O=C(O)Cn1ncc2ccccc2c1=O,0,-1.7,12,14,-2.5,15,-5,96,2
CCN(CC)S(=O)(=O)c1cccc(C(=O)N/N=C2\CCCC(=O)C2)c1,3,5.8*,-17,-9,3.9,3,-2,97,26
O=C(N/N=C/c1ccc2c(c1)OCO2)c1cc(-c2ccc(F)cc2)nc2ccccc12,17,-3.0,-5,23,-3.1,5,-1,107,-8
CCCC(=O)Nc1ccc(Cl)c(NC(=O)c2cccc(OC)c2)c1,-6,-2.3,-16,16,-3.2,11,2,102,5
Cc1ccc(Cn2ccc(NC(=O)c3cc4nc(-c5ccco5)cc(C(F)(F)F)n4n3)n2)cc1,1,-0.4,-2,-26,0.3,18,2,102,-8
CCOc1ccc(CC2c3cc(OCC)c(OCC)cc3CCN2C(=O)CN2CCN(C)CC2)cc1OCC (stereo not drawn),-22,-0.3,29,nt,-0.9,-10,-6,90,-2
COc1ccc(C(=O)C2CCN(CC(=O)Nc3ccc(OC)cc3OC)CC2)cc1,-11,-1.3,-14,9,-1.7,0,-2,100,1
COc1ccc(C(C)NC(=O)C2CCCC2)cc1OC (stereo not drawn),9,-2.7,-4,nt,-1.1,1,3,97,-1
COc1cc(OC)c(OC)cc1CN1CCCC(C(=O)N2CCCCC2)C1 (stereo not drawn),3,-0.7,11,-30,-0.4,9,2,98,-1
O=C(O)CCc1ccc(-c2ccc(F)cc2)n1CC1CCCO1 (stereo not drawn),9,1.1,-18,-9,0.8,22,9,102,-2
O=S(=O)(c1ccc(OC(F)(F)F)cc1)N1CCCC(N2CCOCC2)C1 (stereo not drawn),6,-2.5,-4,0,-1.6,4,3,104,-2
CC1CCN(CCCCOc2ccccc2[N+](=O)[O-])CC1,-4,-1.2,10,24,-1.5,22,4,112,3
Cc1cc(C)nc(SCC(=O)NNC(=O)c2cccs2)n1,7,-4.3,0,11,-3.1,9,-1,101,0
CN(C)CCCNc1ncnc2sc(-c3ccccc3)cc12,-8,0.2,27,nt,0.6,33,9,116,3
COc1ccccc1NC(=O)CC(=O)CSc1nnc(-c2ccc(C)cc2)n1C,14,-3.4,-9,34,-1.6,21,0,96,1
CC(C)Cn1c(CN(C)Cc2ccccc2)nc2c1c(=O)n(C)c(=O)n2C,1,-0.9,-27,nt,2.1,-2,7,111,-13
# (more compounds)
SMILES,HCV NS3 hel inh,IMP-1 inh,DNA FID counter,NALP1 inh,VIM-2 inh,SUMO HTRF inh,MEKK2mut PB1 HTS,MEKK2wt PB1 HTS,PfM18AAP inh
CCN(CC)S(=O)(=O)c1ccc(O)c(C(=O)OCC(=O)N2CCCC2)c1,0,-4.0,-20,0,-2.2,8,4,103,0
CC(OC(=O)c1cccc(S(=O)(=O)N2CCCCC2)c1)C(=O)NC1CCCCC1C (stereo not drawn),-5,-3.2,-37,-4,-2.3,10,4,104,0
Cc1ccc(C)c(NC(=O)C(=O)NCCCN2CCOCC2)c1,3,-2.1,-3,10,-4.5,7,-5,96,1
Cc1ccc(NS(=O)(=O)c2cccc3cccnc23)cc1Cl,0,-3.7,-20,-2,-2.6,-3,4,100,1
CC1=C(C(=O)Nc2ccccc2)C(c2ccccc2)N2C(=O)CSC2=N1 (stereo not drawn),-2,-0.9,-6,-8,-1.9,10,-9,85,9
CCOC(=O)c1sc(NC(=O)c2ccccc2F)c(C(N)=O)c1C,2,-2.7,0,45,-1.7,7,-1,96,3
CCOC(=O)N1CCC2(CC1)C(C(=O)C13CC4CC(CC(C4)C1)C3)C2(C#N)C#N (stereo not drawn),3,-2.7,-6,5,-3.4,8,-4,97,3
NC(=O)CC[C@H](NC(=O)[C@H](Cc1ccccc1)n1c(=O)[nH]c2ccccc2c1=O)C(=O)N1CCC[C@H]1C(=O)O,9,-4.7,-32,14,-3.0,4,2,96,3
O=C(Cc1ccccc1)Nc1ccc(NC(=O)c2ccccc2)c(Cl)c1,3,-1.2,-10,16,-0.2,3,7,107,1
NNC(=O)c1ccc(S(=O)(=O)N2CCc3ccccc32)cc1,12,-1.1,-5,-26,0.8,13,3,110,-9
N#C/C(=C(/O)COc1ccccc1)c1nc2ccccc2s1,18,-3.2,-9,11,1.5,15,-7,93,-15
Cc1cc(OCC(=O)NC2CC2)c2c(C)c(C)c(=O)oc2c1,-9,-1.4,-5,-6,5.7,nt,-5,103,-3
Cc1ccc(CNC(=O)CCC2CCCN(Cc3cccc4c3OCO4)C2)o1 (stereo not drawn),-14,-2.5,-1,nt,-3.9,1,0,98,1
CC1CC(C)CN(C(=O)COC(=O)CCc2nc3ccccc3c(=O)[nH]2)C1 (stereo not drawn),1,-1.0,-21,15,1.0,9,-2,104,-10
COc1ccccc1Cn1nnc2c(=O)[nH]c(C3CCN(C(=O)c4ccc(F)cc4)CC3)nc21,-8,1.4,-36,-4,-1.6,-17,-4,97,-8
CC1CCN(c2oc(Cc3cccc4ccccc34)nc2C#N)CC1,-3,-1.6,-18,4,-2.8,1,5,103,-1
COCCN(CCOC)C(=O)COC(=O)c1cc([N+](=O)[O-])ccc1Cl,-2,-3.2,-2,nt,-3.2,18,0,106,0
COc1ccc(CNC(=O)c2ccc(S(=O)(=O)N3CCCC3)cc2)cc1OC,1,-1.2,-10,20,-4.1,-10,9,108,-3
COc1ccc(N(C(=O)c2snc(C(N)=O)c2N)C(C(=O)NC2CCCCC2)c2ccc(F)cc2)c(OC)c1 (stereo not drawn),3,-1.8,-24,13,-3.5,44,0,97,-5
Cc1cccc(Nc2nnc(-c3ccc(C(=O)N4C[C@H]5C[C@H](C4)c4cccc(=O)n4C5)cc3)c3ccccc23)c1,-5,-1.3,-30,13,-0.5,-16,-13,90,-4
Clc1cccc(Cl)c1COc1ccncc1,-3,-0.8,6,1,0.1,-8,5,101,3
CCc1ccccc1-n1nnnc1SCC(=O)Nc1cc(C)on1,4,-3.9,-18,-10,-4.4,-3,0,97,-8
Cc1ccc(N=Nc2ccc3ccccc3c2O)cc1,5,-10,3,8,-5.3,13,2,99,-3
Cc1cccc(CCNS(=O)(=O)c2ccc3c(c2)NC(=O)CS3)c1,-9,-2.8,-25,-11,-1.9,7,0,101,1
COc1ccc(C2c3ccc(O)cc3Oc3ncn(CCN4CCOCC4)c(=N)c32)cc1 (stereo not drawn),-4,-3.1,-8,-7,-3.6,0,-14,97,2
# Remaining list, next part
SMILES,HCV NS3 hel inh,IMP-1 inh,DNA FID counter,NALP1 inh,VIM-2 inh,SUMO HTRF inh,MEKK2mut PB1 HTS,MEKK2wt PB1 HTS,PfM18AAP inh
COc1ccc(C2NC(=O)NC(C)=C2C(=O)Nc2cccc(C)c2C)cc1 (stereo not drawn),-1,-4.8,-5,nt,-3.3,6,9,102,4
Cc1cccc(N(CC(=O)NCc2ccc3c(c2)OCO3)C(=O)CCC(=O)Nc2ccccn2)c1,4,-4.4,-13,1,-3.0,0,4,103,3
CCOc1cc(N2CCCC2)ccc1[N+](=O)[O-],5,-2.9,2,26,-0.5,7,2,107,-1
CCc1ccc(C(=O)COC(=O)CNC(=O)c2ccc(N3C(=O)c4ccccc4C3=O)cc2)cc1,-4,-2.3,-2,24,-2.8,30,-6,93,-3
O=C(CN1CCN(Cc2ccccc2)C1=O)NCCCN1CCOCC1,3,2.4,2,-15,1.1,15,5,114,-8
COc1ccc(N(CN2C(=O)C3CC=CCC3C2=O)C(=O)c2ccco2)cc1 (stereo not drawn),0,-2.5,-14,40,-1.7,-7,-5,92,6
COc1cc(OC)c2ccc(=O)oc2c1C(CCN1CCN(c2ccccc2)CC1)c1ccc2c(c1)OCO2 (stereo not drawn),nt,nt,nt,4,nt,-5,11,110,nt
Cc1ccc(C(C)C)cc1C(=O)CC1(O)C(=O)N(C)c2ccccc21 (stereo not drawn),-1,-1.6,-27,5,-1.4,-13,2,100,1
CCn1c(=N)c(S(=O)(=O)c2ccc(F)cc2)cc2c(=O)n3ccccc3nc21,-1,-2.0,7,10,2.3,17,5,108,14
O=C(O)c1cccc(-c2ccc(/C=N/n3cnnc3)o2)c1,2,-2.8,1,-18,11*,8,8,105,32*
CCCc1cc(C(=O)Nc2cc(C)ccc2O)no1,-3,-2.3,-3,0,-2.0,5,4,102,15
CC1CCN(S(=O)(=O)c2ccc(-c3nnc(SCc4cccnc4)o3)cc2)CC1,2,-2.6,-5,-9,-3.3,25,-2,93,4
CC(O)[C@@H](NC(=O)C1CCC(CNC(=O)[C@H](Cc2ccccc2)NC(=O)OC(C)(C)C)CC1)C(=O)O (stereo partly drawn),-7,-2.3,-18,6,0.4,10,4,109,-2
